Screening data from PubChem BioAssay.
Diaphorase inh – inhibits diaphorase or chemically oxidizes, flagging diaphorase assay artifacts. hit rate 0.69% among 190,000. inhibition, % at 20 µM. diaphorase resazurin-to-resorufin fluorescence, NADH, 16 min; bacterial (C. kluyveri) enzyme, not human;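 active = primary screen inhibition at 20 µM above a set limit, cut at about 50% in these data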;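 note: plate controls were DMSO with full reaction for no effect and wells lacking NADH for full effect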
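Assay system: diaphorase enzyme from Clostridium kluyveri; Input: enzyme working solution with 0.14 U/mL diaphorase; Timing: 16 min at room temperature; Technique: resorufin fluorescence, excitation 544 nm, emission 590 nm; Benchmarks: positive control minus NADH, DMSO neutral control.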
S1P3 antag – S1P3 (human) receptor antagonism | hit rate 0.27% among 170,000 | CHO S1P3 NFAT-BLA reporter, FRET fluorescence, antagonist mode | inhibition, % at 4.98 µM;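 active = inhibition above the plate cutoff, the mean inhibition of test wells on that plate plus 3 SD, cut at about 28% in these data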;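 note: cells challenged with S1P at its EC80 of 0.8 µM; blue over green emission ratio from cleaved BLA substrate after 4 h stimulation; 0% = S1P-stimulated wells and 100% = unstimulated DMSO-only wells; some compounds past the cut are filed as inactive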
Target sequence (Q99500 whole entry, looked up): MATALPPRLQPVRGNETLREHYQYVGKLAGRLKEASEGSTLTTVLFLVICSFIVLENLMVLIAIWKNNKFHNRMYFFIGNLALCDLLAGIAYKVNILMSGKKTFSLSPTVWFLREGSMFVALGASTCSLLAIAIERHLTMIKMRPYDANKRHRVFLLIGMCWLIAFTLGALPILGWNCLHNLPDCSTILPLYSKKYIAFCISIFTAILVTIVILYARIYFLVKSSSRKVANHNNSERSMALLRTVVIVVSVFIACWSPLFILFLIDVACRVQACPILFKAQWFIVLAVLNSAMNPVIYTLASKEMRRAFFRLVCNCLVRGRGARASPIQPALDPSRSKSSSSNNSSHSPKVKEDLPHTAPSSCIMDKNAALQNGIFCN
Diaphorase act – diaphorase activation or chemical reduction counter-screen | Diaphorase/resazurin coupled assay, resorufin fluorescence, 16 min; active compounds read high; 1 = vehicle wells, 0 = NADH-free wells | activation factor at 20 µM | hit rate 0.005% among 190,000 | AID 1229;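 active = diaphorase activity raised at least twofold by the compound at 20 µM; inactive = activation factor below 2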
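Material: purified diaphorase enzyme from Clostridium kluyveri; Also added: 0.114 mM NADH and 0.1 mM resazurin, final amounts; Doses: single compound dose of 20 µM, 1% DMSO final; Times: 16 min enzyme reaction, ambient temperature; Detection: resorufin fluorescence, excitation 544 nm, emission 590 nm; Measure: increased resorufin signal from activators or reducing compounds.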
PMI act hi M6P – increases human PMI activity with near-saturating mannose 6-phosphate. activation factor at 20 µM. P34949. coupled PMI enzyme assay, resazurin fluorescence, 20 min; active compounds read high; 1 = untreated enzyme, 0 = substrate-free blank. hit rate 0.34% among 190,000;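 active = activation factor of 2 or more at 20 µM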
Target sequence (P34949 whole entry, looked up): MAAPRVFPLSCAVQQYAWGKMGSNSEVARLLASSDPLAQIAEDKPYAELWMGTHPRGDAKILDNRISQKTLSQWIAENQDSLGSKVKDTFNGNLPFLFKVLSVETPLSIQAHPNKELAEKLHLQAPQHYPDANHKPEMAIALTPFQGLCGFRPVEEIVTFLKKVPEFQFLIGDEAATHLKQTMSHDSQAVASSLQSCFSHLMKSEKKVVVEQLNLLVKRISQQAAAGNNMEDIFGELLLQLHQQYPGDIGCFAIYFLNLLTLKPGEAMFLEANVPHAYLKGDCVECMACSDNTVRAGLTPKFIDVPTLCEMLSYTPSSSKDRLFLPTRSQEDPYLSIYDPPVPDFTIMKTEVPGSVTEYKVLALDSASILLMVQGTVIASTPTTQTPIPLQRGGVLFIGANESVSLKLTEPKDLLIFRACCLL
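Material: human phosphomannose isomerase with PGI, G6PDH, diaphorase coupling enzymes. Quantity: 15 ng/mL PMI. Medium: HEPES pH 7.4 buffer with MgCl2 and Tween-20. Reagent: Near-saturating mannose-6-phosphate, 1.0 mM. Compound: 20 µM single dose. Times: enzyme reaction with compound 20 min at room temperature. Detection: resorufin fluorescence at Ex 544/Em 590 nm.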
SRC2 TRFRET art – flags TR-FRET format artefacts in PPARgamma SRC-2 recruitment agonist screen. TR-FRET ratio at 8 µM. hit rate 0.4% among 200,000. TR-FRET artefact counter-screen; active compounds read high. AID 1049; in the data active = TR-FRET ratio above about 2000; note: inactives centre near 1500
PPARg SRC-1 ag – PPARgamma-driven SRC-1 recruitment agonism; hit rate 0.41% among 200,000; P37231; PPARgamma-SRC-1 coactivator recruitment biochemical assay; activation, % at 8 µM; in the data active = activation above about 19%;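 note: 0% = DMSO and 100% = reference agonist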
ROMK primary – human ROMK K+ channel modulation, primary screen | P48048 | B-score at 10 µM | AID 1918 | hit rate 2% among 130,000 | Tet-inducible ROMK, thallium flux fluorescence; actives lie on both sides;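 active = signal ratio slope over the read window, or its plate-corrected B-score, at least 3 SD from the plate mean, either direction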;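 note: B-score of the F/F0 ratio slope over 7 to 12 s after thallium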
G6PDH CS – counter-screen for G6PDH assay hits: L. mesenteroides G6PDH inhibition. Purified L. mesenteroides G6PDH, diaphorase/resazurin coupled fluorescence, 45 min. inhibition, % at 5 µM. hit rate 0.12% among 200,000. AID 1020; in the data active = inhibition above about 50%
PPARg SRC3 recr – promotes SRC-3 coactivator recruitment by human PPARgamma; P37231; biochemical PPARgamma/SRC-3 coactivator recruitment assay; activation, % at 8 µM; hit rate 0.26% among 200,000; AID 731; in the data active = activation above about 23%;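 note: 0% = DMSO and 100% = reference agonist; some compounds past the cut are filed as inactive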
PMI activator – increases human mannose-6-phosphate isomerase activity; hit rate 0.005% among 190,000; activation factor at 20 µM; purified human PMI, coupled resazurin fluorescence, 20 min; active compounds read high; 1 = vehicle control, 0 substrate-free wells;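 active = activation factor of 2 or more at 20 µM, relative to plate controls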
PPARg SRC2 recr – PPARgamma-driven SRC-2 recruitment agonism | hit rate 0.34% among 200,000 | activation, % at 8 µM | PPARgamma LBD-SRC-2 recruitment, biochemical; in the data active = activation above about 22%;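 note: 0% = vehicle and 100% = reference agonist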
* = called active by the depositor; · = no result given. An unsorted share of the library; overall some 3.3% were active at least once.

Results follow in this order: Diaphorase inh	S1P3 antag	Diaphorase act	PMI act hi M6P	SRC2 TRFRET art	PPARg SRC-1 ag	ROMK primary	G6PDH CS	PPARg SRC3 recr	PMI activator	PPARg SRC2 recr
COC(=O)Cn1c(C(=O)N2CCCC2)cc2c1C[C@H]1CN(C(=O)c3ccccc3)[C@@](Cc3ccc(F)cc3)(C(=O)OC)[C@@H]21
    -3.9	-6.7	1	1	1513	8.0	-1.47	12.7	7.1	1.1	14.6
O=[N+]([O-])c1cc(-c2ncccn2)c([N+](=O)[O-])s1
    50.8*	1.5	0.5	0.3	1589	0.7	-1.2	3.3	3.1	0.4	0.1
O=C(CN1CCN(Cc2ccccc2)CC1)c1ccccc1
    4.9	·	1	1	1552	-3.6	-0.141	3.0	-4.2	1	-2.9
COc1ccc(OC)c(-c2nc(CN(C)C(C)c3ccncn3)c(C)o2)c1 (stereo not given)
    ·	-5.7	·	·	1377	1.1	-0.491	11.4	-6.4	·	0.6
O=C(COC(=O)COc1ccccc1)Nc1cccc([N+](=O)[O-])c1
    9.4	0.6	0.9	1	1795	7.5	-0.188	7.9	4.2	1.1	8.8
COc1cccc(-c2nc(OC(C)C)c3ccccc3n2)c1
    29.0	·	0.7	0.9	1455	0.4	·	-5.4	0.1	0.9	-0.6
CCOc1ccc2nc(NC(=O)C(NS(=O)(=O)c3cccs3)C(C)C)sc2c1 (stereo not given)
    3.7	-24.2	1	1	1487	3.8	·	-25.0	-0.6	1	4.2
c1ccc2c(c1)ncn2-c1ccc(-c2ccnc(-c3ccncc3)n2)cc1
    -2.3	·	1	1	1782	9.2	·	4.8	9.5	0.9	1.7
Cc1nc2ccc(S(=O)(=O)c3ccc4nc(C)[nH]c4c3)cc2[nH]1
    5.9	·	0.9	0.9	1388	-9.9	·	12.8	-2.4	0.9	-5.9
COc1ccc(NC(=O)[C@@H](NC(=O)c2ccccc2)C(C)C)cc1S(=O)(=O)N1CCCCC1
    0.7	-2.5	1	1	1799	0.0	·	-0.5	2.1	1	-0.1
C=C(C)c1cccc(C(C)(C)NC(=O)N2CCN(C)CC2)c1
    8.1	9.7	0.9	0.9	1430	1.7	0.762	2.8	-3.1	0.9	9.4
O=S(=O)(NCCOCCNS(=O)(=O)c1ccccc1)c1ccccc1
    -7.3	10.4	1.1	1	1430	2.0	1.41	10.3	9.8	0.9	-3.7
O=C(CN1C(=O)/C(=C\c2cccc(Cl)c2)Oc2ccccc21)N1CCN(c2ccccn2)CC1
    -4.0	-5.5	1	1	1552	3.9	-0.156	-2.1	-1.0	1	3.0
Cc1cc(C)cc(NC(=O)CN(C)S(=O)(=O)c2cnc[nH]2)c1
    -2.2	10.5	1	1	1565	2.8	·	3.8	6.8	1	2.1
Cn1c(=O)c2c(SCc3cccnc3)nc(CC(C)(C)C)nc2n(C)c1=O
    19.8	19.4	0.8	0.9	1513	-3.3	·	2.4	-5.6	0.9	-4.0
O=C(CSc1ccc2ccccc2c1)NC1CCCc2ccccc21 (stereo not given)
    13.3	1.6	0.9	0.9	1692	3.0	·	6.4	1.1	0.9	5.5
Cc1nccn1CCCNC(=O)CC1C(=O)NCCN1Cc1ccc(Cl)c(F)c1 (stereo not given)
    13.3	-10.5	0.9	0.9	1596	-6.1	0.242	4.5	-6.5	0.9	-5.4
NC(=O)C1(N2CCCCC2)CCN(C(=S)NCCc2ccccc2)CC1
    3.0	-2.4	1	1	1559	5.7	-0.0264	0.2	3.0	1	5.2
O=C(NCc1ccco1)c1ccc(Br)c(S(=O)(=O)N2CCCCC2)c1
    11.2	45.0	0.9	1.1	1806	-1.0	-1.05	12.6	14.4	1.1	3.9
CCC(=O)Nc1ccc(C(=O)CSc2nnc(-c3ccccc3F)n2C2CC2)cc1
    15.6	-29.4	0.8	1	1446	-4.9	·	-23.5	-0.2	0.9	-0.3
CC(=O)CCc1c(C)c2cccc(C)c2[nH]c1=O
    23.2	8.2	0.8	0.9	1471	-2.1	·	5.5	-0.7	0.9	-2.3
Nc1nnc(C(c2ccccc2)c2ccccc2)s1
    11.4	·	0.9	1	1696	10.9	·	4.4	9.9	0.9	1.3
O=C(COC(=O)/C=C/c1cccs1)Nc1nc(-c2ccccc2)cs1
    15.3	-0.9	0.8	1	1337	-4.9	-0.349	-10.7	1.1	0.7	-7.8
CC(C)Nc1nnc(SCC(=O)Nc2ccc3c(c2)C(=O)c2ccccc2C3=O)s1
    52.5*	-7.3	0.5	0.8	1296	3.2	·	5.2	1.1	0.9	-6.3
COc1ccccc1C(=O)C1CCCN(C(=O)C2CCCC2)C1 (stereo not given)
    -3.4	-4.8	1	1.1	1472	-6.9	·	3.0	0.5	1.1	1.7
Oc1cccc2ccc(/C=C/c3c(F)cccc3Cl)nc12
    13.5	-3.2	0.9	0.8	1562	-1.8	0.149	14.6	-1.3	1.1	7.8
O=C(CNC(=O)c1cccc(F)c1)N/N=C/c1cccc([N+](=O)[O-])c1
    5.8	-4.9	0.9	1	1523	1.4	-0.11	-4.2	1.3	1	1.1
CC(C)C(=O)Nc1cccc(C(=O)N2CCCCC2C)c1 (stereo not given)
    14.3	·	0.9	0.9	1357	-7.0	0.359	9.3	-7.1	0.8	2.7
NC(=O)C(Cc1ccccc1)NS(=O)(=O)c1ccc(N2CCCC2=O)cc1 (stereo not given)
    12.4	-24.6	0.9	1	1475	7.5	·	3.4	1.6	1	6.8
CC(/C=N/Nc1nc2ccccc2[nH]1)=C\c1ccccc1
    12.9	5.9	0.9	0.9	1582	16.1	·	-39.2	3.6	0.9	11.6
Nn1c(SCC(=O)N2CCCc3ccccc32)nnc1-c1ccc(Cl)cc1
    18.6	3.4	0.8	1	1417	4.7	-0.557	-4.4	-3.1	1	3.7
O=C(CCCN1C(=O)c2cccc3cccc(c23)C1=O)N1CCN(c2ncccn2)CC1
    26.5	-6.3	0.7	0.9	1399	7.1	-0.864	12.9	0.1	1	-4.6
N#CCN1CCC/C1=C\[N+](=O)[O-]
    -1.4	·	1	1.1	1218	-1.4	-0.0138	-2.0	2.8	1	-1.4
COC(=O)c1ccccc1NC(=S)NC(NC(=O)COc1ccccc1)C(Cl)(Cl)Cl (stereo not given)
    25.8	·	0.7	0.9	1640	-0.6	·	4.8	1.9	0.8	12.4
COCc1cc(CN2CCCC2)c(O)c2ncccc12
    44.0	0.7	0.6	0.6	1338	3.3	0.839	43.0	0.0	0.6	-11.2
CCCCCNC(=O)c1ccc2c(=O)[nH]c3c(C(=O)NCC4CCCO4)sc(=S)n3c2c1 (stereo not given)
    64.8*	5.0	0.4	0.9	1435	2.5	-0.0087	-2.4	-6.6	0.9	2.0
NC(=S)NN=C(Cc1ccccc1)Cc1ccccc1
    20.9	-9.7	0.8	1	1484	-0.9	-2.54	1.8	1.7	0.9	-0.6
Cc1cc(C)n(C(=O)c2cccc(S(=O)(=O)N3CCOCC3)c2)n1
    3.3	-23.0	1	1	1519	3.7	·	38.9	-7.0	0.9	-11.6
O=C(CSc1ccc2ccccc2n1)c1ccc2c(c1)OCO2
    1.6	·	1	1	1577	4.9	-0.305	3.5	7.2	1	4.5
CC(=O)Nc1ccc(N2C(=O)CSC2c2ccccc2[N+](=O)[O-])cc1 (stereo not given)
    5.3	-6.6	0.9	1	1434	5.3	·	4.6	0.0	1	3.8

Next part (two carried over from the part before).
Results follow in this order: Diaphorase inh	S1P3 antag	Diaphorase act	PMI act hi M6P	SRC2 TRFRET art	PPARg SRC-1 ag	ROMK primary	G6PDH CS	PPARg SRC3 recr	PMI activator	PPARg SRC2 recr
O=C(CSc1ccc2ccccc2n1)c1ccc2c(c1)OCO2
    1.6	·	1	1	1577	4.9	-0.305	3.5	7.2	1	4.5
CC(=O)Nc1ccc(N2C(=O)CSC2c2ccccc2[N+](=O)[O-])cc1 (stereo not given)
    5.3	-6.6	0.9	1	1434	5.3	·	4.6	0.0	1	3.8
Cc1ccc(S(=O)(=O)/N=C2/C=C(Sc3ncn[nH]3)C(=O)c3ccccc32)c(C)c1
    69.0*	-4.0	0.3	0.1	1431	5.7	-1.86	36.9	0.6	0	-2.6
COc1cccc(C(=O)NN/C(C)=C/C(=O)C(F)(F)C(F)(F)C(F)(F)F)c1
    0.6	3.2	1	1.3	1713	-1.9	·	-4.7	2.5	1.2	-1.9
CC1CCN(CC(=O)NCc2ccccc2)CC1
    2.3	-6.4	1	1	1472	-2.0	·	-1.2	-4.1	1	-0.8
COC(=O)/C(=N/Nc1ccccc1C)N1CCCc2ccccc21
    14.3	5.0	0.9	2*	1400	-6.0	·	-0.5	-3.3	1.5	-0.6
CCCN(CCC)C(=S)Nc1cc(C(=O)OC)ccc1C(=O)OC
    11.4	0.6	0.9	1	1697	-3.8	0.279	-0.1	0.5	1	-0.4
O=C(C1CC1)N1CCC(c2nc(-c3ccc(S(=O)(=O)NCC4CCCO4)cc3)no2)CC1 (stereo not given)
    8.9	-13.5	0.9	0.9	1443	-10.5	-1.56	-7.5	-8.7	1	-4.6
O=C(CCN1C(=O)/C(=C\c2cccs2)SC1=S)Nc1ccccn1
    14.2	0.6	0.9	0.9	1515	1.5	-0.0203	2.3	-1.0	1	0.1
S=C(NC1CCCCC1)N1CCn2cccc2C1c1ccncc1 (stereo not given)
    11.3	-9.9	0.9	0.9	1460	-11.5	-0.936	0.6	-1.3	1	-7.8
COc1ccc(S(=O)(=O)N2CCC(N3CCCCC3)CC2)cc1
    -1.3	·	1	1.1	1670	3.5	0.248	4.7	7.0	1	-4.5
CSCCC(=O)Nc1ccc(C(C)=O)cc1
    11.0	4.4	0.9	1	1532	-1.6	0.181	11.2	-12.8	1	-1.3
CC(=O)SCC(C)C(=O)NCc1ccccc1 (stereo not given)
    8.7	·	0.9	1	1691	2.0	1.22	-0.4	-3.4	1	2.0
O=[N+]([O-])c1cccc(/C=N\N=C2c3ccccc3-c3ccccc32)c1O
    5.7	6.8	0.9	1	1366	-12.9	0.786	-10.6	-4.2	1	-12.2
CCN(CC)C(=O)c1sc(NC(=O)c2ccc(C)c([N+](=O)[O-])c2)c(C#N)c1C
    7.2	·	0.9	1.1	1575	6.2	·	1.5	2.9	1	-2.7
